Screens as filed in PubChem BioAssay.
JMJD2A Tudor: JMJD2A Tudor domain (human) inhibition | AlphaScreen JMJD2A-Tudor / H3K4me3 peptide binding | Potency, µM (top dose mostly 114 µM), for inactives: at the top dose activity change, negative = inhibition, hits mostly inhibitors | 4.4% of 390,000 active | AID 504339; further: potency means the concentration at half of the fitted maximal effect; on the % scale 0 is the no-effect control and ±100 the full control effect; nearly all actives have a fitted effect of over 50% in size
GLS inh: blocks human kidney-isoform glutaminase activity; O94925; GLS enzymatic activity, qHTS titration; Potency, µM (top dose mostly 45.5 µM), for the others: top-dose activity change, negative = inhibition, hits mostly inhibitors; 0.21% of 410,000 active; AID 624170; further: potency means the concentration at half of the fitted maximal effect; on the % scale 0 is the no-effect control and ±100 the full control effect
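Enzyme dispensed in phosphate buffer (45 mM, pH 8.2, 0.02% Tween-20), compounds pinned in, then 1 mM L-glutamine solution and the glutamate oxidase–HRP–Amplex Red mix added; fluorescence read immediately and again after 30 min at room temperature.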
BAZ2B inh: BAZ2B (human) inhibition; AID 504333; Q9UIF8; AlphaScreen BAZ2B-H3K14Ac peptide displacement; Potency, µM (titrated, usually from 114 µM), without a hit: at the highest dose activity change, negative = inhibition, usual class: inhibitors; 4.4% of 360,000 active; further: potency means the concentration at half of the fitted maximal effect; on the % scale 0 is the no-effect control and ±100 the full control effect; nearly all actives have a fitted effect of over 60% in size
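Complex of BAZ2B and biotin-H3K14Ac (50 nM apiece) forms over 30 min at RT, then faces library compounds up to 110 uM for another 30 min; AlphaScreen beads added, 20 min dark incubation, luminescence read.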
RGS4 inh: inhibitors of human regulator of G protein signaling 4. Potency, µM (titrated, usually from 114 µM), without a hit: at the top dose activity change, negative = inhibition, most hits filed as inhibitors. AID 504845. 0.039% of 390,000 active. P49798. Transcreener GDP fluorescence polarization, RGS4-accelerated GTP hydrolysis; further: potency means the concentration at half of the fitted maximal effect; on the % scale 0 is the no-effect control and ±100 the full control effect; nearly all actives have a fitted effect of over 75% in size; some results filed as inactive show a strong effect at the top dose
Target sequence (P49798 whole entry, looked up): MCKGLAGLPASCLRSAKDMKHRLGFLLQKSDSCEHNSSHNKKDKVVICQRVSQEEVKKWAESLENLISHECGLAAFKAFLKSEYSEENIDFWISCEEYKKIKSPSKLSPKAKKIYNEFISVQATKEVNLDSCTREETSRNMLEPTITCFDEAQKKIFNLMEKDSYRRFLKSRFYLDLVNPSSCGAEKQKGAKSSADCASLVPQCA
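MLSMR compounds (23 nl, pin-transferred) preincubated 10 min at room temperature with a 500nM (2x) first reagent, then RGS4 at 900nM (2x) plus Transcreener GDP mix added; fluorescence polarization (620/688 nm) read before and after 90 min at 30 °C.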
PI4K2A inh: inhibitors of human PI4K2A. Q9BTU6. purified PI4K2A, ADP-Glo luminescence, 1 h; stronger effect = lower value. activity change, negative = inhibition, % at 76.9 µM. 0.13% of 420,000 active; in the data active means activity change below about -50%; inconclusive means mostly about -30% to -49%;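 further: -100% = wells without enzyme as full effect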
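In this quantitative HTS, ADP production by PI4K2A was quantified luminescently after 1 h at ambient temperature; 100 microM adenosine served as plate-quality control.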
ALOX12 inh: ALOX12 (human) lipoxygenase inhibition; P18054; purified 12hLO, xylenol orange hydroperoxide absorbance; Potency, µM (titrated, usually from 108 µM), inactives show at the highest dose activity change, negative = inhibition, usual class: inhibitors; 1.1% of 580,000 active; AID 1671190; further: potency means the concentration at half of the fitted maximal effect; on the % scale 0 is the no-effect control and ±100 the full control effect
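Purified human 12hLO at 150 nM in 25 mM Hepes, 0.01% Triton X-100, pH 7.0, preincubated 15 min at room temperature with compound. Reaction started with 40 uM arachidonic acid, 30 min at room temperature. Hydroperoxide measured by Fe-xylenol orange, 573/405 nm absorbance ratio.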
HP1b binding inh: HP1-beta chromodomain-methylated histone interaction inhibition; AID 540317; Potency, µM (top dose mostly 114 µM), without a hit: at the highest dose activity change, negative = inhibition, usual class: inhibitors; 0.56% of 390,000 active; P83916; AlphaScreen HP1-beta / biotin-H3K9me3 peptide binding; further: potency means the concentration at half of the fitted maximal effect; nearly all actives have a fitted effect of over 70% in size; inactives centre near 23
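AlphaScreen: HP1-beta (50 nM) preformed 30 min with biotin-H3(1-18)K9me3 peptide (50 nM) in PBS pH 7.4, 0.01% Tween-20. Compound added for 30 min at RT, then streptavidin donor/nickel chelate acceptor beads (10 ug/mL) for 30 min.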
G9a inh: inhibitors of human histone lysine methyltransferase G9a; AID 504332; 8.8% of 350,000 active; Potency, µM (top dose mostly 102 µM), for the others: at the top dose activity, negative = inhibition, actives largely listed as inhibitors; G9a H3K9 monomethylation, AlphaScreen, 2 h; Q96KQ7; further: potency means the concentration at half of the fitted maximal effect; on the % scale 0 is the no-effect control and ±100 the full control effect; nearly all actives have a fitted effect of over 75% in size
Target sequence (Q96KQ7 913-1193 limits assumed): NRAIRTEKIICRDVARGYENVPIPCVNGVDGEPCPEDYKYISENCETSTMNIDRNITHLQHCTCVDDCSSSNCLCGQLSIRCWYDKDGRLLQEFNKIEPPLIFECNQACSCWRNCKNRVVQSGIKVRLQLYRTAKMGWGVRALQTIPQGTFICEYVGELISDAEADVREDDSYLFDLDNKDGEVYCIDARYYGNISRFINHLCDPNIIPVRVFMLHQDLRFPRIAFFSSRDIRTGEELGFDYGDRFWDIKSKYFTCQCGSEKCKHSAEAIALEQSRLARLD
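Enzyme 20 nM + cpd, 15 min RT; add b-H3K9 pep 500 nM / SAM 20 uM; 2 h RT; anti-H3K9me1 Ab 0.5 ug/mL + SA donor / anti-rabbit acceptor beads 20 ug/mL each, 10 min; AlphaScreen read.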
ERG Ets-DNA blk: ERG Ets/DNA interaction inhibition. 0.028% of 370,000 active. fluorescence polarization, His-ERG Ets domain / labelled DNA. AID 624246. Potency, µM (highest dose often 76.9 µM), inactives show at the top dose FP activity, negative = inhibition, hits mostly inhibitors. P11308; active means well fitted inhibition curve with a large enough effect in the polarisation, with a control signal flat; inconclusive means small, poorly fitted or top-dose-only effect, or effect the other way, or a change in a side signal; inactive means no such curve, though single readings can be large or run the other way; the % refers to the polarisation;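 further: polarization taken with two DNA probes labelled with fluorescein and Texas red; potency means the concentration at half of the fitted maximal effect; % of control where 0% means no effect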
Target sequence (P11308 whole entry, looked up, the tested form may be a part): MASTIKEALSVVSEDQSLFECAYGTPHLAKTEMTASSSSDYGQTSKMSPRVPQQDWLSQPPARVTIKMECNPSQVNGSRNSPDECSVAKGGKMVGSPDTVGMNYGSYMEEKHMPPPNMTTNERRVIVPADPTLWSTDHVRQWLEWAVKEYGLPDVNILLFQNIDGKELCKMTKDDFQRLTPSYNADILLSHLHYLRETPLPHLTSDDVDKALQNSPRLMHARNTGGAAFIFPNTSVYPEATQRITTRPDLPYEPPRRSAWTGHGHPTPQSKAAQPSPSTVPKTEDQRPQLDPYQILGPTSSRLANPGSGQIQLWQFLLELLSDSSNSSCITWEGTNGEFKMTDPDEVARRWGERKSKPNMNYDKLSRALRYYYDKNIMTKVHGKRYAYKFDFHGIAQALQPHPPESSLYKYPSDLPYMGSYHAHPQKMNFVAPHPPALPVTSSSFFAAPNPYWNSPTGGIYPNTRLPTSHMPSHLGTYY
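His-tagged ERG Ets domain (1 uM in the protein solution; 300mM KCl, 50mM Tris-HCl, 1mM EDTA, 1mM DTT, pH 7.5) received compound, then a probe mix of 5 nM fluorescein-DNA and 100nM Texas-615-DNA. Fluorescence polarization was read for both dyes.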
* marks the source's active call; other numbers are inactive results; i = inactive; u = inconclusive; x = no result given; [ ] = another dose, or the depositor's remark. Unless noted, the call rests on the fitted dose curve; in most records, active means well fitted curve in the direction sought with a large enough effect; inconclusive means small, poorly fitted or top-dose-only effect, or another doubt; inactive means no such curve, though single readings can be large; an effect the other way counts as inactive or inconclusive. The list is partial; count on the stated rates, not on these rows.

JMJD2A Tudor	GLS inh	BAZ2B inh	RGS4 inh	PI4K2A inh	ALOX12 inh	HP1b binding inh	G9a inh	ERG Ets-DNA blk	Molecule
-14.1%	-2.2%	u	-23.4%	3.5	-10.6%	1.4%	18.0%[59 µM]	1.2%	O=C(O)c1ccc(-c2ccccc2C(F)(F)F)o1
-16.5%	-8.5%	-11.8%	16.5%	1.3	0.0%	18.8%	-39.9%[59 µM]	0.8%	CN(Cc1ccccc1)C(=O)c1ccc2c(c1)N(Cc1ccccc1F)C(=O)c1ccccc1S2(=O)=O
-10.1%	3.2%	x	-7.4%	-0.3	8.7%	32.1%	12.0%[59 µM]	8.0%	CCCCOCCCNC(=O)c1ccc2c(c1)OCO2
u	-10.7%	u	-9.9%	2.0	-17.2%	-2.1%[57 µM]	-42.6%[59 µM]	0.0%	CCOC(=O)c1[nH]c(C)c(CCC(=O)N2CCN(c3cc(C)ccc3C)CC2)c1C
u	-1.4%	-38.9%	-21.4%	-2.1	0.6%	-7.3%	50.1µM*	-8.8%	CC(=O)N1CCN(c2ccc(NC(=O)C(c3ccccc3)c3ccccc3)cc2)CC1
-6.0%	10.1%	1.7%	-1.5%	1.2	-14.5%	36.1%	-26.1%[59 µM]	3.0%	COc1ccc(Cn2c(=O)c3ccccc3n3c(-c4cccc(OC)c4OC)nnc23)cc1
-11.0%	1.1%	-13.0%	-20.8%	15.8	-1.0%	32.8%	x	-4.2%	COc1cc2c(cc1OC)C(c1cccc([N+](=O)[O-])c1)NC(=O)C2 (stereo unspecified)
-13.9%	-9.5%	-5.0%	-13.9%	-0.3	9.9%	32.1%	u	5.1%	CN(C)c1nc(-c2cccnc2)nc(-c2ccc(Cl)cc2)c1C#N
56.2µM*	14.7%	u	-17.7%	-8.4	-22.3%	u	50.1µM*	-10.1%	COc1ccccc1C(=O)Nc1ccc(N2CCCCC2)cc1
u	13.1%	-11.8%	-2.8%	-3.5	-13.2%	12.2%	u	2.4%	Cn1cccc1CC(=O)NNC(=S)Nc1ccc(F)cc1
-15.6%	0.9%	11.7%	18.7%	6.7	-7.9%	57.3%[activator]	12.1%[59 µM]	7.5%	CC1(C(=O)NC2CCCCC2)CCC(=O)N1Cc1cccnc1 (stereo unspecified)
-26.8%	-0.7%	x	34.3%	-5.1	-27.2%	8.1%	x	7.7%	CCOC(=O)[C@H]1[C@H]2COc3ccc(C)cc3[C@@H]2N2C(=O)c3ccc(Cl)cc3NC(=O)[C@@]12C
-21.6%	-11.7%	-5.1%	20.5%[56.9 µM]	1.5	4.5%	39.9%[activator]	7.2%	-5.4%	CCOC(=O)N1CCN(c2nc3ccc(C(=O)c4ccccc4)cc3n3cnnc23)CC1
-15.9%	-8.3%	-17.5%	20.0%	-10.0	u	-12.9%	u	6.3%	O=C(NCc1ccccc1Cl)c1ccc2c(c1)NC(=O)C(CS(=O)(=O)Cc1ccc(F)cc1Cl)N2 (stereo unspecified)
-21.0%	-3.4%	-7.5%	-8.4%	-0.2	-11.6%	9.3%	-15.0%[59 µM]	-5.7%	COc1ccccc1N/C(=N/S(=O)(=O)c1ccc(C)cc1)c1ccccc1
-32.7%	8.0%	-29.0%	-1.5%	-4.0	-21.6%	6.2%	u	-1.8%	COC(=O)c1ccc(C(=O)OC)c(NC(=O)c2c(-c3ccccc3)c(-c3ccccc3)nn(C)c2=O)c1
-11.8%	-7.5%	5.3%	-10.0%	2.5	2.6%	49.6%[activator]	-44.3%	-6.5%	CCc1nnc(NS(=O)(=O)c2ccc(N=CC3=C(O)CC(C)(C)CC3=O)cc2)s1
13.6%	-6.6%	-8.4%	-9.7%	4.3	7.2%	40.2%[activator]	0.0%	-4.1%	Cn1c(Cn2cnc([N+](=O)[O-])n2)nnc1SCC(=O)Nc1cccc(Cl)c1
-32.7%	1.4%	4.9%	u	0.9	-11.1%	-7.2%	-10.0%[59 µM]	-0.4%	CCn1c(SCC(=O)c2ccc(Cl)cc2)nnc1-c1cccs1
13.0%	-8.8%	x	-3.6%	-5.6	u	63.3%[activator]	x	-3.4%	CCOC(=O)C1(CCOc2ccccc2)CCN(Cc2ccccc2O)CC1

For convenience, part of the list above.
JMJD2A Tudor	GLS inh	BAZ2B inh	RGS4 inh	PI4K2A inh	ALOX12 inh	HP1b binding inh	G9a inh	ERG Ets-DNA blk	Molecule
-14.1%	-2.2%	u	-23.4%	3.5	-10.6%	1.4%	18.0%[59 µM]	1.2%	O=C(O)c1ccc(-c2ccccc2C(F)(F)F)o1
-16.5%	-8.5%	-11.8%	16.5%	1.3	0.0%	18.8%	-39.9%[59 µM]	0.8%	CN(Cc1ccccc1)C(=O)c1ccc2c(c1)N(Cc1ccccc1F)C(=O)c1ccccc1S2(=O)=O
-10.1%	3.2%	x	-7.4%	-0.3	8.7%	32.1%	12.0%[59 µM]	8.0%	CCCCOCCCNC(=O)c1ccc2c(c1)OCO2

(further entries)
JMJD2A Tudor	GLS inh	BAZ2B inh	RGS4 inh	PI4K2A inh	ALOX12 inh	HP1b binding inh	G9a inh	ERG Ets-DNA blk	Molecule
-20.3%	-7.7%	6.4%	-0.8%	0.0	u	17.7%	-12.1%	-14.1%	Cc1ccc(OCC(=O)Nc2ccc3c(c2)nc(CCN2CCOCC2)n3C)cc1
-6.8%	0.7%	12.4%	-14.7%	-5.0	-6.4%	20.3%	u	5.3%	Cc1csc(=O)n1CC(=O)OCC(=O)NCc1ccccc1
-11.3%	-0.1%	-6.8%	0.0%	0.5	-14.5%	24.6%	8.3%[59 µM]	-3.2%	CCOC(=O)c1c(S(=O)(=O)N2CCC(C(=O)Nc3ccc(C)cc3C)CC2)c(C)n(C)c1C
-24.0%	15.6%	2.4%	6.2%	0.8	-14.9%	-17.7%	18.6%	-0.3%	O=C(Nc1ccc(N2CCN(C(=O)c3cccs3)CC2)cc1)c1ccccc1F
-3.5%	-12.8%	1.7%	-6.8%	-1.8	-9.6%	-14.1%	10.9%	31.2%[activator]	COC(=O)c1ccc(C)c(NC(=O)C(CCSC)NC(=O)c2cc(OC)c(OC)c(OC)c2)c1 (stereo unspecified)
-13.4%	-0.1%	-15.8%	17.6%	9.9	-5.1%	24.3%	1.3%	-1.5%	CC(=O)Nc1ccc(N2CCOCC2)c(Cl)c1
-21.2%	-6.4%	-2.9%	3.7%	-2.9	4.8%	1.6%	x	-2.7%	CCOC(=O)c1ccc2nc(NC(NC(C)=O)(C(=O)OC)C(F)(F)F)sc2c1 (stereo unspecified)
-12.2%[57.1 µM]	-3.5%	79.4µM*	-31.9%[56.9 µM]	4.6	-34.5%	80.8%[activator]	x	1.1%	COc1cc2c(cc1OC)C(C(=O)Nc1ccccn1)C(c1cccnc1)N(C)C2=O (stereo unspecified)
-5.5%	-3.8%	-11.9%	4.4%	-1.9	7.7%	25.8%	-4.6%[59 µM]	4.5%	CCc1nnc(SCC(=O)Nc2ccc(OC)c(OC)c2)c2cc3occc3n12
u	1.5%	-19.6%	-4.8%	-3.5	-0.9%	2.4%	10.8%[12.7 µM]	6.3%	COC(=O)CCC(=O)OC1(C)C(=O)C=C2C=C(C3CC3)N(Cc3ccccc3)C=C2C1=O (stereo unspecified)
-13.6%	-11.0%	-2.0%	-9.5%	1.6	-16.5%	34.9%	0.9%[59 µM]	-2.0%	Cc1noc(C)c1C(=O)OCC(=O)c1ccc[nH]1
-12.0%	3.6%	-36.8%	-5.7%	-2.0	0.0%	2.9%	-3.2%[59 µM]	0.0%	CCCC(=O)Nc1ccc2oc(=O)ccc2c1
0.0%	1.8%	4.4%	-9.6%	6.2	u	25.9%	-44.4%	-0.7%	CCn1nc(C(=O)OCC(=O)N(CC(C)C)c2c(N)n(Cc3ccccc3)c(=O)[nH]c2=O)c2ccccc2c1=O
-9.9%	-2.4%	2.0%	16.6%	1.7	-15.4%	2.5%	3.9%[59 µM]	-1.6%	Cc1c(C(=O)OC2CCCC2)[nH]c2c1C(=O)CC(c1ccc(Cl)cc1)C2 (stereo unspecified)
-16.2%	3.8%	9.2%	13.8%	-4.0	-0.8%	-9.7%	10.9%	-11.2%	COCCNC(=O)C(c1ccc(F)cc1)N(Cc1cccs1)C(=O)CCC(=O)Nc1ccccn1 (stereo unspecified)
-1.0%	1.4%	2.4%	4.8%	-0.2	0.0%	28.3%[57 µM]	-1.4%[59 µM]	-4.3%	CCc1ccc(NC(=O)C(=O)NCCc2sc(-c3ccc(OC)c(OC)c3)nc2C)cc1
-24.1%	-1.8%	-19.4%	-14.1%	2.4	i	24.9%	u	-1.5%	CCOc1ccc(-n2c(O)c(/C=N/c3ccnn3Cc3ccncc3)c3ccccc3c2=O)cc1
13.4%	-3.5%	4.0%	-13.8%	-6.9	9.8%	43.4%	4.7%	0.6%	CC1(C)CC(=O)C(C=NCC2CCN(C(=O)Nc3ccc(Cl)c(Cl)c3)CC2)=C(O)C1
u	0.7%	-34.7%	1.3%	-5.3	u	15.6%	3.16µM*	22.7%	COC(=O)/C(=N\Nc1ccc(Cl)cc1)Sc1nnc(-c2ccc(OC)cc2)n1C
-1.9%	-2.6%	-3.3%	-15.1%	-5.6	-15.5%	39.6%[activator][57 µM]	u	5.4%	Cc1cccc(C(=O)n2nc(C)c(S(=O)(=O)N3CCOCC3)c2C)c1
